Bioassay records from PubChem.
N370S GC: inhibits or activates N370S mutant glucocerebrosidase. P04062. N370S GC spleen homogenate, 4MU-glucoside fluorescence. Potency, µM (highest dose often 59.4 µM), inactives show at the top dose activity change, negative = inhibition, actives largely listed as inhibitors. 330,000 compounds, 0.092% hits. AID 2101;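 note: 0% = full enzyme activity and -100% = no enzyme basal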
DT40 TDP1 CPT: growth inhibition of DT40 Tdp1-/-;hTDP1 cells with camptothecin (screen for TDP1 inhibitors); chicken DT40 Tdp1-/-;hTDP1 cells + 20 nM CPT, ATP luminescence, 48 h; Potency, µM (top dose mostly 46.2 µM), inactives show top-dose activity change, negative = growth inhibition, actives largely listed as inhibitors; 420,000 compounds, 12% hits; AID 686979; note: nearly all actives have a fitted effect of over 55% in size
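Chicken DT40 Tdp1-/- cells stably complemented with human TDP1 were seeded at 400 cells/well in medium containing 20 nM camptothecin, exposed to pin-transferred compounds, and grown at 37 °C for at least 48 hr. Viability was read as ATP luminescence.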
FEN1 inh: human FEN1 inhibition. P39748. Recombinant FEN1 flap cleavage, fluorescence, 15 min. Potency, µM (highest dose often 114 µM), for inactives: top-dose activity change, negative = inhibition, most hits filed as inhibitors. 390,000 compounds, 0.35% hits; note: nearly all actives have a fitted effect of over 65% in size
Target sequence (P39748 whole entry, looked up): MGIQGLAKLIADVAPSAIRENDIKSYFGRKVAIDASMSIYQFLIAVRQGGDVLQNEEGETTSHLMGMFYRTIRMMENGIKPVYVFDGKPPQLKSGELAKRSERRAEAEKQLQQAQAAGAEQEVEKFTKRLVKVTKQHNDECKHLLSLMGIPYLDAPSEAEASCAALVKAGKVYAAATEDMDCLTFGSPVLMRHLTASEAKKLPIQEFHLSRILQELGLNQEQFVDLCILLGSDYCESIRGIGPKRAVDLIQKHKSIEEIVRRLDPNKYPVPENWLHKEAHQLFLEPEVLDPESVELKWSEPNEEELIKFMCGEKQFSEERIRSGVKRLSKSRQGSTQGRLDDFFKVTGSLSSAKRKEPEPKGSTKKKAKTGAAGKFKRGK
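Quantitative HTS format: each compound was titrated, incubated with 10 nM nuclease for 15 min at room temperature, then challenged with flap substrate at 50 nM final. Signal change over 15 min gave concentration–effect curves.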
* marks the source's active call; other numbers are inactive results; u = inconclusive; x = no result given; & = joins results of further samples; [ ] = remark or other dose. Calls come from the whole dose curve; as a rule, active = well fitted curve in the direction sought with a large enough effect; inconclusive = small, poorly fitted or top-dose-only effect, or another doubt; inactive = no such curve, though single readings can be large; an effect the other way counts as inactive or inconclusive. Unless noted, % is set by controls: 0 for no effect and ±100 for the full control effect; potency is the fitted concentration of half-maximal effect. Some of the compounds tested (hit frequency here may not be typical).

SMILES	N370S GC	DT40 TDP1 CPT	FEN1 inh
O=C(O)COc1ccc(Br)cc1/C=C1/SC(=O)N(CC(=O)N2CCCC2)C1=O	5%	7%	0%
COc1ccc(NC(=O)COC(=O)Cn2nnc3ccccc32)cc1	-2%	u	17%
COc1ccccc1C(=O)NC(=S)Nc1ccccc1N1CCCCC1	3%	-24%	-1%
COc1ccc(NS(=O)(=O)c2cccc3nonc23)c(OC)c1	22%	-2%	7%
CC(NC(=O)OCc1ccccc1)C(=O)N1CC(O)CC1C(=O)O (stereo not drawn)	-4%	-2%	3%
COc1cccc(C(=O)NCC2(c3ccccc3)CCCC2)c1	-10%	u	-8%
CCOc1ccc(C(C)=O)cc1COC(=O)c1cnc(Cl)c(Cl)c1	24%	u	3%
Cc1ccc(NC(=O)C2CCCN(S(=O)(=O)c3ccc(C)cc3)C2)cc1 (stereo not drawn)	x	16µM*	16%
Cc1cc(C)c(OCC(=O)Nc2ccc(S(=O)(=O)N3CCCC3)cc2)c(C)c1	4%	u	7%
c1ccc(-n2nnc3cnccc32)cc1	29%	-12%	2%
COCCn1c(=S)[nH]c2sc3c(c2c1=O)CCCC3	-1%	-25%	13%
CC(C)Oc1ccc(CNC(=O)CC(c2ccccc2)c2cc(Cl)ccc2O)cc1 (stereo not drawn)	-2%	u	-23%
N/C(=N\OC(=O)CCCOc1ccccc1)c1ccc([N+](=O)[O-])cc1	3%	14%	11%
COc1cccc(-c2ocnc2C(=O)Nc2ccc(N3CCOCC3)cc2N2CCOCC2)c1	-2%	u	2%
COCc1cc(C)n(CC(=O)NCc2ccccc2)c(=O)c1C#N	3%	u	-1%
COc1c(C)cccc1C(=O)Nc1ccc(-c2nc3ccccc3s2)c(Cl)c1	x	u	-12%
COc1ccc(NC2=C(c3ccc(C(F)(F)F)cc3)C(=O)c3ccccc32)cc1	x	u	-2%
Cc1ccc2nc(N(CCCN(C)C)C(=O)c3ccc(Br)s3)sc2c1	u	u	12%&4%
Cc1nc(NC2=NCN(CCCN3CCOCC3)CN2)nc2c(C)cccc12	0%	u	40µM*
CCCc1nc2c(c(=O)c3ccccc3n2C)c(=O)n1C1CCCCCC1	u	18µM*	-22%
COc1ccc(CNC(=O)CN(c2ccc(OC)cc2)S(=O)(=O)c2c(C)nn(C)c2C)cc1	15%	u	-1%
c1ccc2c(c1)NC1(CCCC1)n1c-2nc2ccccc21	28%	u	-25%
Cc1cn2c(=O)c(S(=O)(=O)N3CCN(c4cc(Cl)ccc4C)CC3)c(C)nc2s1	x	2%	-1%
CCN(CC)S(=O)(=O)c1cccc(NC(=O)COC(=O)c2cccs2)c1	1%	-3%	7%
O=C(c1ccccc1)N1c2nc(-c3ccco3)nn2C2(CCCCC2)[C@@H]2CCCC[C@@H]21	x	-4%	-5%
Cc1ccc(-n2ncc(C(=O)NCCN3CCOCC3)c2C2CCN(C(=O)OC(C)(C)C)CC2)c(C)c1	x	0%	-4%
Cc1ccc(OCc2nc(C#N)c(NCCCn3ccnc3)o2)cc1	-4%	-11%	-5%
COc1ccc(SCCC(=O)NCc2ccncc2)cc1	-2%	-4%	-1%
N#CCC(=O)Nc1ccc(C(=O)NCCc2c[nH]c3ccccc23)cc1	-12%	2%	10%
O=C(NCCCN1CCOCC1)c1cc2c(s1)CSC2	x	0%	4%
COc1ccc2c(CSc3nc4nc(C)cc(C)n4n3)cc(=O)oc2c1	4%	u	-6%
COc1ccc(C(=O)Nc2cccc([N+](=O)[O-])c2)cc1Br	x	0%	9%
CC1CCCC(NC(=O)C2CCN(S(=O)(=O)N3CCOCC3)CC2)C1C (stereo not drawn)	-5%	u	-15%
CCOc1ccc(N2CC(C(=O)NCCN3C(=O)S/C(=C/c4cccnc4)C3=O)CC2=O)cc1 (stereo not drawn)	-5%	2%	1%
O=S(=O)(Nc1cccc(-c2ccc(N3CCCCCC3)nn2)c1)c1ccccc1F	-1%	5%&-26%	11%&-10%
COc1ccc(C2=NN(c3nc4ccccc4s3)C(=O)C2)cc1	-11%	21µM*	-11%
C(=C\c1ccnc2ccccc12)/c1ccc2c(c1)OCO2	x	u	-10%
Nc1ccc(C(=O)N/N=C/c2ccc(N3CCOCC3)s2)cc1	x	-2%	-12%
CCOc1ccc(NC(=O)CCSc2ccc3ccccc3n2)cc1	7%	-22%	-1%
CCn1c(SCC(=O)C(C)(C)C)nnc1-c1cnccn1	4%	-24%	-1%
COCCN(Cc1nc(C(c2ccccc2)c2ccccc2)no1)C(C)C	-6%	-9%	5%
Cc1ccc(Nc2nc(C)cc(C)c2C(N)=O)c(C)c1	0%	u	3%
CCOC(=O)NC1(C(F)(F)F)NC(=O)N(Cc2ccco2)C1=O (stereo not drawn)	13%	-21%	-7%
CC(=NNC(=O)c1cccc(S(=O)(=O)N2CCCC2)c1)c1ccccc1	x	-24%	3%
O=C(O)COc1ccc(/C=C/C(=O)c2ccc(C3CCCCC3)cc2)cc1	u	u	0%
O=C(Cc1ccccc1)Nc1cccc([N+](=O)[O-])c1	-5%	5%	-2%
CN1CCN(c2ccc(NC(=S)NC(=O)c3cccc4c(Br)cccc34)cc2)CC1	-11%	21µM*	-20%
COc1ccc(/C=N/Nc2nc(Nc3ccccc3)nc(N3CCCCC3)n2)cc1OC	-11%	u	-5%
Cn1nnnc1SCCCNCc1cc(Cl)ccc1OCc1ccccc1	x	u	-6%
CN(NS(=O)(=O)c1ccc(Cl)cc1)c1ncc(C(F)(F)F)cc1Cl	21%	u	5%

Two neighbouring entries already listed, for reference:
SMILES	N370S GC	DT40 TDP1 CPT	FEN1 inh
CN1CCN(c2ccc(NC(=S)NC(=O)c3cccc4c(Br)cccc34)cc2)CC1	-11%	21µM*	-20%
COc1ccc(/C=N/Nc2nc(Nc3ccccc3)nc(N3CCCCC3)n2)cc1OC	-11%	u	-5%

More results.
SMILES	N370S GC	DT40 TDP1 CPT	FEN1 inh
Cc1ccc(NC(=O)Cn2sc3nc(C)cc(C)c3c2=O)c(Cl)c1	1%	2.9µM*	-26%
CCOc1cccc(CN(CC)CC2CCCN(CCc3cccc(OC)c3)C2)c1O (stereo not drawn)	-15%	u	2%
O=C(NCCc1ccc(Cl)cc1)C1CCC(CNc2c(N3CCCCC3)c(=O)c2=O)CC1 (stereo not drawn)	-17%	u	-6%
CCc1ccc2[nH]c3nc(SCc4nnc(-c5ccc(C)cc5)o4)nnc3c2c1	2%	u	4%
N#CC1=C(N)Oc2cc(N)ccc2C1c1cccc(Br)c1 (stereo not drawn)	2%	2.9µM*	-4%
Cc1cc(C(=O)N2CCN(C/C=C/c3ccccc3)CC2)cs1	4%	3%	4%
O=C(NCCc1ccccc1)c1cc(S(=O)(=O)N2CCCCC2)c[nH]1	x	u	-8%
CCn1cc2nc(SCc3cccc(F)c3)n(CCc3ccccc3)c(=O)c2n1	x	16µM*	-21%
Cc1ccc(-c2nn3c(C)nnc3s2)cc1NC(=O)c1ccc(-c2cccc(Cl)c2)o1	3%	23µM*	u
CCc1c(C)nc(N)n2c(SCC(=O)NC3CCCCC3)nnc12	4%	-9%	4%
CCS(=O)(=O)N1Cc2ccccc2CC1C(=O)Nc1nnc(C2CC2)s1 (stereo not drawn)	-1%	-21%	-2%
Nc1nc(-c2ccc3c(c2)CCC(=O)N3)cs1	1%	u	16%
CC1CN(C(=O)Nc2ccc(C(=O)NCCc3ccccc3Cl)cc2)c2ccccc2S1 (stereo not drawn)	x	23µM*	-2%
Cc1ccc(C)c(Nc2nnc(-c3ccc(C)c(S(=O)(=O)N4CCN(C)CC4)c3)c3ccccc23)c1	x	u	-20%
COc1cccc(C2C(C(C)=O)=C(C)Nc3ncnn32)c1 (stereo not drawn)	-7%	0%	1%
CCCc1ccc(C(=O)N2CCN(c3ccccc3OCC)CC2)cc1	5%	u	-21%
COc1ccc(NC(=O)c2c(C)nn(Cc3ccccc3)c2C)cc1S(=O)(=O)N(C)C	-7%	1%	-6%
CC(C)N(CCO)Cc1nc(C(c2ccccc2)c2ccccc2)no1	12%	-35%	5%
CCOC(=O)c1nc(C)sc1-c1ccnn1S(=O)(=O)c1ccc(Cl)cc1Cl	30%	-17%	4%
O=C(/C=C/c1ccccc1)NC(=S)NNC(=O)Cc1cccs1	12%	u	6%
Cn1c(=O)cc(SCC(=O)Nc2cccc(C#N)c2)c2ccc(Cl)cc21	x	-17%	-4%
Cc1noc(C)c1C(=O)OCC(=O)NC(c1ccccc1)c1ccccc1	-6%[12.8 µM]	u	1%
CCc1ccc(S(=O)(=O)Nc2ccc(O)c3ccccc23)cc1	-19%	6.5µM*	u
COc1ccc(Nc2nc(NCc3ccco3)nc(N/N=C/c3ccc(O)cc3)n2)cc1	11%	u	-7%
CC(=O)Nc1ccc(S(=O)(=O)NCCC(=O)NCCc2ccc(F)cc2)cc1	3%	-10%	7%
CCc1nn2c(N(C)CCO)cc(C)nc2c1-c1ccc(F)cc1	5%	u	-4%
S=C(Nc1cccc2ccccc12)Nc1cccc2ccccc12	x	u	5%
O=C(/C=C/c1cccc([N+](=O)[O-])c1)NCc1ccccc1	-3%	11%	-7%
Cn1c(Oc2ccccc2)c(C=O)c2ccccc21	-12%	u	-1%
Cc1noc(C)c1CSCC(=O)N(C)CC(=O)Nc1ccc(F)cc1	10%	-6%	1%

A run of entries of the results above, as a working copy:
SMILES	N370S GC	DT40 TDP1 CPT	FEN1 inh
O=C(NCCc1ccc(Cl)cc1)C1CCC(CNc2c(N3CCCCC3)c(=O)c2=O)CC1 (stereo not drawn)	-17%	u	-6%
CCc1ccc2[nH]c3nc(SCc4nnc(-c5ccc(C)cc5)o4)nnc3c2c1	2%	u	4%
N#CC1=C(N)Oc2cc(N)ccc2C1c1cccc(Br)c1 (stereo not drawn)	2%	2.9µM*	-4%
Cc1cc(C(=O)N2CCN(C/C=C/c3ccccc3)CC2)cs1	4%	3%	4%
O=C(NCCc1ccccc1)c1cc(S(=O)(=O)N2CCCCC2)c[nH]1	x	u	-8%
CCn1cc2nc(SCc3cccc(F)c3)n(CCc3ccccc3)c(=O)c2n1	x	16µM*	-21%
Cc1ccc(-c2nn3c(C)nnc3s2)cc1NC(=O)c1ccc(-c2cccc(Cl)c2)o1	3%	23µM*	u
CCc1c(C)nc(N)n2c(SCC(=O)NC3CCCCC3)nnc12	4%	-9%	4%
CCS(=O)(=O)N1Cc2ccccc2CC1C(=O)Nc1nnc(C2CC2)s1 (stereo not drawn)	-1%	-21%	-2%
Nc1nc(-c2ccc3c(c2)CCC(=O)N3)cs1	1%	u	16%
CC1CN(C(=O)Nc2ccc(C(=O)NCCc3ccccc3Cl)cc2)c2ccccc2S1 (stereo not drawn)	x	23µM*	-2%
Cc1ccc(C)c(Nc2nnc(-c3ccc(C)c(S(=O)(=O)N4CCN(C)CC4)c3)c3ccccc23)c1	x	u	-20%
COc1cccc(C2C(C(C)=O)=C(C)Nc3ncnn32)c1 (stereo not drawn)	-7%	0%	1%
CCCc1ccc(C(=O)N2CCN(c3ccccc3OCC)CC2)cc1	5%	u	-21%
COc1ccc(NC(=O)c2c(C)nn(Cc3ccccc3)c2C)cc1S(=O)(=O)N(C)C	-7%	1%	-6%
CC(C)N(CCO)Cc1nc(C(c2ccccc2)c2ccccc2)no1	12%	-35%	5%
CCOC(=O)c1nc(C)sc1-c1ccnn1S(=O)(=O)c1ccc(Cl)cc1Cl	30%	-17%	4%
O=C(/C=C/c1ccccc1)NC(=S)NNC(=O)Cc1cccs1	12%	u	6%
Cn1c(=O)cc(SCC(=O)Nc2cccc(C#N)c2)c2ccc(Cl)cc21	x	-17%	-4%
Cc1noc(C)c1C(=O)OCC(=O)NC(c1ccccc1)c1ccccc1	-6%[12.8 µM]	u	1%
CCc1ccc(S(=O)(=O)Nc2ccc(O)c3ccccc23)cc1	-19%	6.5µM*	u
COc1ccc(Nc2nc(NCc3ccco3)nc(N/N=C/c3ccc(O)cc3)n2)cc1	11%	u	-7%
CC(=O)Nc1ccc(S(=O)(=O)NCCC(=O)NCCc2ccc(F)cc2)cc1	3%	-10%	7%
CCc1nn2c(N(C)CCO)cc(C)nc2c1-c1ccc(F)cc1	5%	u	-4%
S=C(Nc1cccc2ccccc12)Nc1cccc2ccccc12	x	u	5%
